# Bioassay records from PubChem.
# mcGAS inh: inhibitors of mouse cGAS. inhibition, % at 12.5 µM. recombinant cGAS, Kinase-Glo ATP depletion luminescence. hit rate 0.15% among 160,000;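 note: 0% = negative control wells and 100% = reference inhibitor with no enzyme activity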
# hcGAS inh: inhibitors of human cGAS; Q8N884; hit rate 0.081% among 290,000; inhibition, % at 12.5 µM; AID 1259398; recombinant h-cGAS, ATP depletion, Kinase-Glo luminescence;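 note: 0% = vehicle reaction and 100% = reaction without DNA for no activity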
# Target sequence (Q8N884 whole entry, looked up): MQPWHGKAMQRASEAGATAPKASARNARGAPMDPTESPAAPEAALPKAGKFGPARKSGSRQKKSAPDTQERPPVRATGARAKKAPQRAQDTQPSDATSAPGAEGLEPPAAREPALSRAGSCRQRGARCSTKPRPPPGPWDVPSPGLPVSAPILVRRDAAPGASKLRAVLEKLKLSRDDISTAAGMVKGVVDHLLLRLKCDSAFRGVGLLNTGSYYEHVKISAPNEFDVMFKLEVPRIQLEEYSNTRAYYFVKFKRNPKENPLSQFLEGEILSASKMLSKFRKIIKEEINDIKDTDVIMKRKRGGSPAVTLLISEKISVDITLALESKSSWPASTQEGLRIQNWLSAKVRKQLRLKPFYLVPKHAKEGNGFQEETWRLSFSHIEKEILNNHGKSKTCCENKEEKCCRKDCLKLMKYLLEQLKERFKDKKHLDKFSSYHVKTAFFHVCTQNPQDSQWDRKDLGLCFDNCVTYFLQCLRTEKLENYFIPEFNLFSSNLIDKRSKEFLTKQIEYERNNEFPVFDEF
# NPYLR7 agonist: mosquito NPYLR7 agonism; HEK293T NPYLR7/Galpha15, GCaMP6s calcium fluorescence; activation, % at 10 µM; hit rate 0.15% among 270,000; in the data active = activation above about 40%;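 note: 0% = vehicle and 100% = reference agonist at the receptor; some compounds past the cut are filed as inactive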
# Numbers without * were called inactive; nt = no result given; & = joins results of further samples. Cut-off read from the data, not from the text of the source, unless noted: active = inhibition above about 40%; inactive = the rest.
SMILES,mcGAS inh,hcGAS inh,NPYLR7 agonist
Cc1noc(C)c1CCNC(=O)N1CCC(C)CC1C (centres undefined),-8.2,-10.8,6.6
COc1cc2c(cc1CNCC(=O)Nc1ccc(C)cc1C)OCCO2,-16.8,-2.0,20.7
CCC(C)N(Cc1ccccc1OS(=O)(=O)c1ccc(F)cc1)C(=O)c1cccs1 (centres undefined),-4.2,-7.1,35.3
O=C1CC(Nc2ccc(N3CCOCC3)cc2)C(=O)N1c1ccccc1Cl (centres undefined),nt,-1.1,2.0
COc1ccc(Cl)c2sc(N(Cc3cccnc3)C(=O)c3ccc(S(C)(=O)=O)cc3)nc12,nt,-5.3,11.6
CC(=O)Cn1c(COC(=O)c2ccco2)nc2ccccc2c1=O,-12.4,-4.2,-7.8
O=C(Nc1ccc(OC(F)(F)F)cc1)c1cc2nc(-c3ccc(Br)cc3)cc(C(F)(F)F)n2n1,1.2,-1.1,-4.3
CN(C)S(=O)(=O)NC1(c2ccc(Cl)cc2)CCC1,-6.6,-15.5,-2.1
Cc1noc(C)c1S(=O)(=O)N1C[C@H]2CC[C@@H]1CN(C1CCOCC1)C2,-6.4,-10.0,nt
CC/C(=C(\c1ccccc1)c1ccc(OCCN(C)C)cc1)c1ccccc1,-4.5&-3.8,-3.7&-0.6&-0.4&4.2,-11.3&-0.7&1.0
O=C(Cn1cncn1)N1CCCc2cc(Br)cc(F)c21,nt,-6.1,16.3
CCN(CC)c1onc(-c2ccccc2)c1CN(CC1CCCO1)C(=O)c1cccc(C)c1 (centres undefined),-3.8,-6.6,-0.5

# Individual results from the entries so far:
# hcGAS inh, Cc1noc(C)c1S(=O)(=O)N1C[C@H]2CC[C@@H]1CN(C1CCOCC1)C2 = -10.0
# NPYLR7 agonist, CCC(C)N(Cc1ccccc1OS(=O)(=O)c1ccc(F)cc1)C(=O)c1cccs1 (centres undefined) = 35.3

# Other records
SMILES,mcGAS inh,hcGAS inh,NPYLR7 agonist
C=CCNC(=O)C(NC(=O)c1cccc(OC)c1)C1CCN(C(=O)COC)CC1 (centres undefined),-3.6,-5.7,6.4
COc1ccc(-n2c(SCC(=O)N3CCCC3)nc3c([nH]c4ccccc43)c2=O)cc1,-5.7,-0.3,3.8
O=C1c2ccccc2NC2(CCN(Cc3cccc(F)c3)CC2)N1OCc1ccccc1,nt,-0.3,0.3
O=S(=O)(Nc1cc2c(cc1Cl)OCCCO2)c1ccccc1,-5.6,-3.2,-2.6
Cc1cc(NC(=O)c2cc3ccccc3o2)n(-c2nc3c(cnn3-c3ccc(F)cc3)c(=O)[nH]2)n1,-8.2,-11.9,nt
CN(CCOc1ccccc1F)Cc1cc(=O)n2cc(Cl)ccc2n1,nt,-12.5,12.3
O=C(NCc1cccnc1N1CCc2ccccc2C1)c1n[nH]c2c1CCC2,-10.4,-8.7,nt
O=c1nc(SCc2ccncc2)c2c(n1CCO)CCC2,-10.8,-6.3,-0.3
COc1cc2nc(-c3ccc([N+](=O)[O-])c(C)c3)oc(=O)c2cc1OC,-6.8,-4.3,1.5
COc1ccc(-n2c(CCCN3CCOCC3)n[nH]c2=O)cc1,-11.3,-4.9,-4.9
Cc1c(-n2cccc2)cccc1[N+](=O)[O-],-5.2,0.0,-7.2
COc1ccc(CN(CCc2c[nH]c3ccccc23)Cc2nc(C(=O)NCc3ccc(F)cc3)co2)c(OC)c1,-7.5,-8.4,16.6
CN(c1ccccc1)N1CC(C(=O)NCCc2cccc(Cl)c2)CC1=O (centres undefined),-4.1,-4.4,6.0
CC1CCN(C(=S)SCC(=O)Nc2ccc(Br)cn2)CC1,nt,-7.0,15.2
O=C(Nc1cccc(Cl)c1)N1CCCC(OCc2cccc(F)c2)C1 (centres undefined),-5.6,-3.2,-6.9
CCOC(=O)c1nn(-c2ccccc2)c(=O)c2c(NC(=O)c3ccccc3[N+](=O)[O-])scc12,-6.7,-5.0,4.0
COCc1c(Br)c(C)nc(OCC(=O)N/N=C\c2ccc(OC)cc2OC)c1C#N,-5.8,-7.1,-7.9
O=c1cc(CN2CCCC3(CCCc4ccccc43)C2)nc(C2CC2)[nH]1 (centres undefined),nt,-0.4,1.4
Cc1cc(OCC2c3ccsc3CCN2C(=O)CN(C(=O)Cc2ccccc2)C2CC2)ccc1Cl (centres undefined),-4.7,-7.0,13.9
COCc1ccc(C(=O)N(C)CC2CCN(CCc3ccc(OC)cc3)CC2)o1,nt,-6.9,17.6
N=C1C(c2ccccc2)C(=O)CN1NC(=O)c1ccc(Cl)cc1 (centres undefined),-6.4,-4.6,-5.0
CN1C(=O)c2cccc(NC(=O)C3CCCCC3)c2C1=O,nt,7.8,6.3
Cc1nn2cc(-n3cc([N+](=O)[O-])cn3)cnc2c1C(N)=O,-6.7,-6.5,-10.6
Cc1nc(C(C)C)sc1C(=O)NCCc1ccccc1F,nt,-14.4,8.6

# Overlap with the part before: 4 compounds, followed by the next part.
SMILES,mcGAS inh,hcGAS inh,NPYLR7 agonist
N=C1C(c2ccccc2)C(=O)CN1NC(=O)c1ccc(Cl)cc1 (centres undefined),-6.4,-4.6,-5.0
CN1C(=O)c2cccc(NC(=O)C3CCCCC3)c2C1=O,nt,7.8,6.3
Cc1nn2cc(-n3cc([N+](=O)[O-])cn3)cnc2c1C(N)=O,-6.7,-6.5,-10.6
Cc1nc(C(C)C)sc1C(=O)NCCc1ccccc1F,nt,-14.4,8.6
Cc1nc2sccn2c(=O)c1S(=O)(=O)NCCN1CCOCC1,nt,-8.6,-0.2
COc1ccc(NC(=O)Cn2c(=O)n(-c3ccc(C)c(C)c3)c(=O)c3ccccc32)cc1OC,-8.0,-5.2,1.4
CSc1ccc(-c2nccc3n[nH]c(C4CC4)c23)cc1,-6.6,-8.0,17.9
CC(c1ccc(Cl)cc1)N(C)C(=O)/C=C/c1ccccn1 (centres undefined),nt,-6.2,1.7
Cc1cccc(NC(=O)N2CC(C)(C)SC23C(=O)N(Cc2ccc(F)cc2)c2ccc(C)cc23)c1 (centres undefined),-4.0,-2.6,-1.9
Cc1[nH]nc(C(=O)N(C)CC2CC2)c1Br,-15.1,-10.1,13.2
Cc1nc2c(C)cccn2c(=O)c1NC(=O)c1ccc(Cl)cc1,nt,-9.4,3.0
CN(C)c1ncccc1NC(=O)c1ccc(C2SCCS2)cc1,nt,-7.0,-20.4
Cc1ccc(C(C)C)cc1OCC(=O)Nc1ccncc1,nt,-7.2,-7.6
O=C(Nc1ccc(F)c(-c2nnc3n2CCCCC3)c1)C1CCOCC1,nt,-18.6,0.2
COC(=O)c1ccccc1NC(=O)c1nn2c(C(F)(F)F)cc(-c3ccccc3)nc2c1Cl,-7.0,-9.5,2.5
O=c1cc(C23CC4CC(CC(C4)C2)C3)[nH][nH]1,nt,-6.7,0.9
Cc1cc(C(NC(C)(C)C)C(=O)O)cc(C)c1O (centres undefined),nt,12.7,-7.0
CC(c1ccccc1)N(Cc1cc(NC(=O)C2CCC2)ccc1N(C)C)C(=O)c1cccs1 (centres undefined),-4.8,-5.7,-2.7
C/C=C/c1cc(C(=O)N(C)Cc2ccc3c(c2)OCO3)cc(OC)c1OC,-0.5,8.9,1.8
O=C1CN(c2ncnc3c2CCNC3)CCN1Cc1ccc2c(c1)OCO2,-13.7,-4.3,14.9
CCOC(=O)c1sc2nc(CS)[nH]c(=O)c2c1C,nt,11.1,8.5
CN(C)c1ccc(C(=O)N2CCN(C(c3ccccc3)c3ccc(Br)cc3)CC2)cc1 (centres undefined),-4.7,0.8,10.1
O=C(CN1CCOc2ccccc2C1)NCCc1n[nH]c2c1CCCC2,-9.4,-7.9,-5.9
O=C(CCCNC(=O)c1ccsc1)NCc1ccc(N2CCCC2=O)cc1,nt,-5.1,11.8
Cc1nc(Cn2nnnc2C2CCCC2)no1,nt,-7.8,13.1
CCC(=O)Nc1cccc(C(=O)N2CCCC(c3nc(C(C)C)no3)C2)c1 (centres undefined),nt,-9.2,-2.3
Cc1cc(C)n(-c2cc(NCCNC(=O)c3ccco3)nc(C)n2)n1,-3.2,-3.4,-11.2
CC(=O)NCc1ccc(-c2nn3cnnc3s2)cc1,nt,2.1,6.5
COc1ccc(NS(=O)(=O)c2ccc(Cl)c(C(=O)Nc3ccccc3)c2)cc1,-7.2,7.2,6.0
Cc1ccc(CN2CCN(CC3CCCCC3)C(CCO)C2)s1 (centres undefined),-5.0,-1.7,9.4
CN(C(=O)c1ccco1)C(Cc1ccccc1Cl)C1CCN(Cc2cccc3ncccc23)CC1 (centres undefined),-12.4,-7.6,18.0
Cc1ccc2nc(NC(=O)CCc3c(C)nc4ncnn4c3C)sc2c1,-4.6,-16.7,13.9
Cc1ccc(-c2nnc(Nc3cccc(Cl)c3)[nH]c2=O)cc1,nt,-2.8,17.4
O=C1NC(=Nc2ccccc2)S/C1=C\c1cccc([N+](=O)[O-])c1,nt,-3.3,-0.8
Cc1ccc(C(=O)CCC(=O)N2CCC(NC(=O)c3ccncc3)CC2)cc1,nt,-7.8,9.7
CCC(C)(C)c1ccc(OCCCCNC(=O)c2cc(-c3cccs3)nn2-c2ccc(F)cc2)c(C(C)(C)CC)c1,-5.6,-3.6,21.1
N#Cc1cccc(NC(=O)C2C3CC4CC(C3)CC2C4)c1 (centres undefined),nt,-5.2,2.0
COc1ccc(N2CCN(c3ncnc4c3cnn4CCNC(=O)c3sc(C)nc3C)CC2)cc1,-8.3,-7.2,0.1
CCc1cccc2c(C(CC(=O)N3CCN(c4cccc(C(F)(F)F)c4)CC3)c3cccc(C(F)(F)F)c3)c[nH]c12 (centres undefined),-3.0,-10.5,-1.1
O=C(Nc1ccc(-n2cnnn2)cc1)c1cc2ccccc2o1,nt,-4.4,-7.6

# An excerpt of these results, with two lines to a compound:
# Second line of a record: mcGAS inh | hcGAS inh | NPYLR7 agonist
> O=C(Nc1ccc(-n2cnnn2)cc1)c1cc2ccccc2o1
→ nt | -4.4 | -7.6
> O=C1NC(=Nc2ccccc2)S/C1=C\c1cccc([N+](=O)[O-])c1
→ nt | -3.3 | -0.8
> Cc1ccc(C(=O)CCC(=O)N2CCC(NC(=O)c3ccncc3)CC2)cc1
→ nt | -7.8 | 9.7
> CN(C(=O)c1ccco1)C(Cc1ccccc1Cl)C1CCN(Cc2cccc3ncccc23)CC1 (centres undefined)
→ -12.4 | -7.6 | 18.0
> N#Cc1cccc(NC(=O)C2C3CC4CC(C3)CC2C4)c1 (centres undefined)
→ nt | -5.2 | 2.0
> Cc1ccc(-c2nnc(Nc3cccc(Cl)c3)[nH]c2=O)cc1
→ nt | -2.8 | 17.4
> Cc1ccc(CN2CCN(CC3CCCCC3)C(CCO)C2)s1 (centres undefined)
→ -5.0 | -1.7 | 9.4

# The list goes on.
SMILES,mcGAS inh,hcGAS inh,NPYLR7 agonist
COc1ccc(NC(=O)N[C@H]2CO[C@H]3[C@@H]2OC[C@@H]3n2cc(CN(C)Cc3ccccc3)nn2)cc1,-9.5,-4.3,-7.6
CN1C(C(=O)NCC2CCCO2)=CC(c2ccco2)=NS1(=O)=O (centres undefined),nt,-1.6,-1.4
Cc1cc(S(=O)(=O)N2CCN(c3ccc(-c4ccccc4C)nn3)CC2)ccc1F,-5.0,-1.7,nt
CCN(CC)C(=O)C1CCCN(S(=O)(=O)c2ccc(F)c(Cl)c2)C1 (centres undefined),-5.2,-12.4,-5.0
COC(=O)c1cc(CNC(=O)C2(c3cccc(F)c3)CCC2)oc1C,nt,-0.3,1.4
CCc1nnc(NC(=O)CSc2nnc(NC(=O)c3cccc([N+](=O)[O-])c3C)s2)s1,-4.3,-7.2,-5.4
CC(C)NC(=O)c1cccnc1Oc1ccc(F)cc1Br,-6.4,-6.3,-4.9
COc1ccc(Cl)cc1NC(=O)C(C)Oc1cccc(C#N)c1 (centres undefined),nt,-12.0,1.4
COc1ccc(C(CC(=O)NCCc2ccc(Cl)cc2Cl)c2c[nH]c3ccccc23)cc1 (centres undefined),-4.6,-3.5,1.0
O=C(COc1coc(CN2CCc3ccccc3C2)cc1=O)NCc1ccccc1Cl,-7.8,-7.0,-2.7
CNC(=O)CSc1nc(CC(=O)NCc2ccccc2)cc(=O)[nH]1,-3.5,4.0,-14.1
Cc1ccc(CCC(=O)N2CCCC(O)(CO)C2)cc1 (centres undefined),-10.6,-6.4,-0.9
Cc1ccc(-c2csc3nc(CSc4nnnn4C4CCCC4)[nH]c(=O)c23)s1,0.1,-3.7,18.8
COc1cccc(CSc2nnc(NC(=O)c3ccc(C(F)(F)F)cc3)s2)c1,-3.3,-4.9,1.0
Cc1ccc(C(=O)N(Cc2ccccn2)Cc2ccc(Br)cc2F)c(=O)[nH]1,-1.8,2.2,4.6
CCN1CCN(c2nc(-c3ccccc3Cl)nc3ccccc23)CC1,-6.1,-0.3,21.8
O=C(CNc1ccc(S(=O)(=O)N2CCCCCC2)cc1)Nc1ccc(N2CCCC2=O)cc1,nt,-3.9,12.6
O=C(CNC(=O)c1cccnc1)N=Nc1c(O)n(CCc2ccccc2)c2ccccc12,-2.1,-4.3,-6.9
Cc1nnc2ccc(-c3ccc(NC(=O)COc4ccccc4)cc3)nn12,-7.0,-5.9,-14.6
CCc1nc(CN2CCCOc3ccccc32)no1,nt,-17.2,-1.2
COc1ccc(CN(C)C(=S)NC2CC3CCC2C3)cc1OC (centres undefined),nt,5.4,-4.4
COc1ccccc1CN(CCc1c[nH]c2ccccc12)C(=O)CN(C(=O)CC(C)CC(C)(C)C)C(C)C (centres undefined),-0.9,2.5,3.1
CCCCCCC(=O)Nc1c(-c2cc(C)cc(C)c2)nc2cc(C)ccn12,2.4,4.8,-5.8
COc1cc(C=NNC(=O)Cc2cccs2)cc(OC)c1OC,-0.8,0.9,-0.5
O=C(NC(C(=O)N/N=C\c1nc2ccccc2[nH]1)c1n[nH]c(=O)c2ccccc12)c1ccccc1 (centres undefined),-5.6,-3.4,8.3
CCc1nc2ccc(C(=O)N3CCN(C(=O)c4ccco4)CC3)cn2c1N(C)C(=O)COc1ccccc1,-3.6,-10.2,-3.2
CN1CC2([N+](=O)[O-])CC=C(C(=O)O)C([N+](=O)[O-])(C1)C2 (centres undefined),nt,-10.0,-4.3
